Screens: PubChem, Broad Institute
Casp6 inh: inhibitors of human caspase-6; P55212; purified caspase-6, Z-VEID-R110 cleavage fluorescence; inhibition, % at 12.5 µM; 0.53% of 350,000 active;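 active means mean inhibition across replicates at least about 35%, with every replicate also reaching that limit, limit read from the data; inconclusive means only one of the two criteria met; inactive means neither criterion met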;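 further: 0% = median of neutral control wells and 100% = no fluorescence left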
ERAP1 HTS inh: blocks human ERAP1 aminopeptidase activity; Q9NZ08; recombinant ERAP1, Leu-AMC fluorescence, 60 min; inhibition, % at 10.7 µM; 0.15% of 340,000 active;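 active means mean replicate inhibition of at least 30%, or all replicates individually reaching that 30% level; inactive means mean below 30% and not every replicate reaching it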;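 further: 0% = neutral control wells and 100% = L-leucinethiol positive control wells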
Target sequence (Q9NZ08 whole entry, looked up): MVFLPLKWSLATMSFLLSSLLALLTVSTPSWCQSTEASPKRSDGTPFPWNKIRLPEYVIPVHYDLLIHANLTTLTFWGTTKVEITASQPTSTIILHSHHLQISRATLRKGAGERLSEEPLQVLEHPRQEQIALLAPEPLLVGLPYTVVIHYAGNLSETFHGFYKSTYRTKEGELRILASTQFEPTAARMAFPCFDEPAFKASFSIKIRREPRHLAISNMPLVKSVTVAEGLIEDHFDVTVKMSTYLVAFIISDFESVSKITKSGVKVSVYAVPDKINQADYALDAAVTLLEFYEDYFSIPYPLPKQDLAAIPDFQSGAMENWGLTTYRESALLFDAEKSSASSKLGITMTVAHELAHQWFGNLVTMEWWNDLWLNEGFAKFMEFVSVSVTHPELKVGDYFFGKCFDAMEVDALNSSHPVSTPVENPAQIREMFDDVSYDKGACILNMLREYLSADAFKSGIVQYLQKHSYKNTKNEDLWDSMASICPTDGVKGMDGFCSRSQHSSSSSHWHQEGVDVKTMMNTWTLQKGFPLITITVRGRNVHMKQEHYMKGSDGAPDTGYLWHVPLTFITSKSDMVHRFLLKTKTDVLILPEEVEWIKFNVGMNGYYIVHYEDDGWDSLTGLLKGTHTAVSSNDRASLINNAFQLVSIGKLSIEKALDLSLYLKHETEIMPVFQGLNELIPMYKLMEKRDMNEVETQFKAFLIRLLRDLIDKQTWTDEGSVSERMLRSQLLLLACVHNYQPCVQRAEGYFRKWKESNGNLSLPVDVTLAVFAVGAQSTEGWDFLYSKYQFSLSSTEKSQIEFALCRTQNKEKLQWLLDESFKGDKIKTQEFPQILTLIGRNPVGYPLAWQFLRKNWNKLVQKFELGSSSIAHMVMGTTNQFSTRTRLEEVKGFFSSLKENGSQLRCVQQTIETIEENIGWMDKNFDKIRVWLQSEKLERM
ERp5 block: inhibitors of human ERp5 | inhibition, % at 9.99 µM | AID 651711 | 0.05% of 350,000 active | ERp5 insulin aggregation, absorbance 650 nm, 90 min;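 active means mean replicate inhibition above about 25%, with every replicate also reaching it, limit read from the data, passing the limit was not always enough; inconclusive means only one of those two criteria met; inactive means neither criterion met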
miR-122 sensor: blocks miR-122 activity in Huh7 sensor cells | Huh7 miR-122 Renilla luciferase sensor, 48 h; neutral wells = 0, positive control = 100 | activation (reporter increase), % at 12.5 µM | 0.3% of 340,000 active | AID 602342;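 active means mean replicate activation score at least 90 and every replicate individually at or above 90; inconclusive means only one of the two criteria met; inactive means neither criterion met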;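 further: higher luciferase means less miR-122 activity so hits act as miR-122 inhibitors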
DENV2 CPE rescue: protects cells from dengue virus 2 cytopathic effect. DENV2-infected cells, cytopathic effect rescue, plate reader. CPE inhibition, % at 9.99 µM. 1.7% of 350,000 active; in the data active means CPE inhibition above about 20%, passing the limit was not always enough; inconclusive means no clear call, values can overlap the other calls; tested in BHK-21 cells;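 further: 0% = median of neutral control wells and 100% = median of positive control wells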
CFTR F508del cor: correctors of CFTR F508del function in bronchial epithelial cells | CFBE cells, YFP halide quenching; stimulated with forskolin plus potentiator P3; % fluorescence drop versus neutral controls | activity (quench increase), % at 7.58 µM | 0.36% of 350,000 active;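 active means mean added fluorescence quench of at least 8% versus neutral control, with both replicates also reaching 8%; inconclusive means only one of the mean or replicate conditions met; inactive means mean below 8% and not both replicates reaching 8%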;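 further: cells transiently co-express mutant CFTR-F508del with the halide-sensitive YFP; corrector assay measuring rescue of mutant channel to the surface after 24 h compound exposure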
SIRT5 inh: inhibitors of human sirtuin-5 desuccinylase | Purified SirT5, succinyl-peptide AMC, trypsin-coupled fluorescence | inhibition, % at 15 µM | 1.1% of 330,000 active | AID 652115; in the data active means inhibition above about 15%; inconclusive means no clear call, values can overlap the other calls
* hit, by the source's call; ? = inconclusive; . = not tested or not shown; & = joins results of further samples; [ ] = another dose, or the depositor's remark. The list is partial; count on the stated rates, not on these rows.

| nr | mol | DENV2 CPE rescue | SIRT5 inh | miR-122 sensor | ERp5 block | CFTR F508del cor | ERAP1 HTS inh | Casp6 inh |
| --- | --- | --- | --- | --- | --- | --- | --- | --- |
| 1 | COc1ccccc1N1CCN(CCc2ccccc2)CC1 | -5 | -1 | -8 | -3 | 2.2 | -3 | -2 |
| 2 | CCn1c(NN=O)nc2ccccc21 | -2 | -9 | . | 4 | 1.4 | -5 | 1 |
| 3 | O=C(Nc1ccccc1)c1cccn(Cc2ccccc2)c1=O | 19 | 5 | . | 0 | 3.5 | 0 | -3 |
| 4 | COc1cccc(N2C(=O)NC(=O)/C(=C\c3cn(C)c4ccccc34)C2=O)c1 | -1 | -7 | 3 | 2 | -2.4 | -1 | 4 |
| 5 | CC1[C@H]2Cc3ccc(O)cc3[C@]1(C)CCN2C (some centres not stated) | ? | . | -2 | -2 | -1.7 | -4 | -2 |
| 6 | O=C(O)c1cccc2nc3ccccc3nc12 | 11 | 3 | -4 | -2 | 0.9 | -3 | 4 |
| 7 | Cc1ccc(-n2c(O)c(C=Nc3ccc(S(N)(=O)=O)cc3)c(=O)[nH]c2=O)cc1 | -7 | 3 | -3 | 1 | -5.4 | 0 | 2 |
| 8 | CCC(Oc1cc(Cl)ccc1Cl)C(=O)N1CCC2(CC1)OCCO2 (configuration not stated) | -2 | 1 | . | -7 | 1.5 | 1 | 0 |
| 9 | N#Cc1cccc(-c2ccc([C@@H]3[C@H]4CN(C(=O)Cc5cccnc5)CCCCN4[C@H]3CO)cc2)c1 | 0 | -1 | -1[16.7 µM] | -3 | -0.8 | -1 | 2 |
| 10 | COc1ccc(C(=O)Oc2cccc3cccnc23)cc1S(=O)(=O)N1CCOCC1 | -1 | 1 | -4 | 6 | -2.3 | -4 | -2 |

(listing goes on)
| nr | mol | DENV2 CPE rescue | SIRT5 inh | miR-122 sensor | ERp5 block | CFTR F508del cor | ERAP1 HTS inh | Casp6 inh |
| --- | --- | --- | --- | --- | --- | --- | --- | --- |
| 11 | CC(C)[C@]12CC(=O)[C@H](C)[C@H]1C2 | -11 | . | -8 | 2 | -2.1 | 7 | -1 |
| 12 | Cc1nn(Cc2ccccc2Cl)c(Cl)c1C(=O)OCC(=O)NCc1ccco1 | -1 | 1 | -7 | 1 | -2.8 | 3 | 2 |
| 13 | CCCCCCC(=O)N/N=C/c1c(O)n(C2CC2)c(=S)[nH]c1=O | 4 | 4 | . | 4 | 0.4 | 0 | -3 |
| 14 | COc1cccc2c1cc([N+](=O)[O-])c1c(C(=O)O)cc3c(c12)OCO3 | -18 | 5 | 0 | -1 | -0.8 | 2 | -2 |
| 15 | CC1(C)Cc2c(C#N)c(N3CCNCC3)nc(-c3ccco3)c2CS1 | 19 | 2 | -8 | 0 | 1.2 | . | -3 |
| 16 | COc1ccccc1CN1CCCC(C(=O)c2ccccc2SC)C1 (configuration not stated) | . | -3 | . | 4 | 5.0 | -2 | -2 |
| 17 | COc1ccc(-n2nc(C(=O)NCC(=O)N3CCC4(CC3)OCCO4)c3ccccc3c2=O)cc1Cl | -6 | -3 | 1 | 3 | 2.0 | -2 | 0 |
| 18 | Cc1cc(O)c(CN2CC=C(c3ccccc3)CC2)cc1C(C)C | -5 | -1 | . | 2 | -1.4 | -2 | -1 |
| 19 | CC(=O)NN1C(=O)c2ccccc2NC1c1cccnc1 (configuration not stated) | 5 | -7 | . | -4 | -4.1 | 4 | 1 |
| 20 | COc1ccc(CCC(=O)NCCc2cnc[nH]2)cc1 | -6 | -3 | -7 | -2 | -2.8 | 1 | -4 |

Whole records as entered above. Values in the order: DENV2 CPE rescue | SIRT5 inh | miR-122 sensor | ERp5 block | CFTR F508del cor | ERAP1 HTS inh | Casp6 inh
`CCCCCCC(=O)N/N=C/c1c(O)n(C2CC2)c(=S)[nH]c1=O` is entered as 4 | 4 | . | 4 | 0.4 | 0 | -3
`CC1(C)Cc2c(C#N)c(N3CCNCC3)nc(-c3ccco3)c2CS1` is entered as 19 | 2 | -8 | 0 | 1.2 | . | -3

Next results follow:
| nr | mol | DENV2 CPE rescue | SIRT5 inh | miR-122 sensor | ERp5 block | CFTR F508del cor | ERAP1 HTS inh | Casp6 inh |
| --- | --- | --- | --- | --- | --- | --- | --- | --- |
| 21 | COc1ccc(-c2nn(CCC#N)cc2C(=O)Nc2ccccc2Br)cc1[N+](=O)[O-] | -15 | -4 | . | 1 | 2.3 | 1 | -3 |
| 22 | Cc1ccccc1CN1CCCN(Cc2ccc(Cl)cc2)S1(=O)=O | 4 | -1 | 7 | 3 | -0.5 | 1 | 1 |
| 23 | C[C@H](CO)N1C[C@H](C)[C@H](CN(C)C(=O)Oc2cccc3ccccc23)OCc2cnnn2CCCC1=O | 14&2&-4 | 2&0&-2 | -2 | 1&-3&10 | -2.8&2.1&-0.2 | -2&-2&-3 | 4&-3&-1 |
| 24 | CC(C(=O)c1c[nH]c2ccccc12)N1CCN(C(=O)c2ccco2)CC1 (configuration not stated) | -3 | -1 | . | 8 | -0.1 | 3 | -2 |
| 25 | Cc1ccc2[nH]c(C)c(CCNCc3ccco3)c2c1 | 2 | -1 | -2 | 6 | 0.4 | 3 | -7 |
| 26 | O=c1[nH]c(O)c(/C=C2\C=Nc3ccc(OCc4ccccc4)cc32)c(=O)[nH]1 | 0 | 0 | -4 | 2 | -0.6 | -3 | 0 |
| 27 | CCN1CCN(C(=O)Cc2ccccc2OC)CC1 | 3 | -6 | . | -13 | -1.3 | -3 | 3 |
| 28 | CN(C)C(Cc1ccccc1)C(=O)c1ccc(-c2ccccc2)cc1 (configuration not stated) | -13 | -2 | -4 | -2 | -1.1 | -1 | 0 |
| 29 | Cc1ccc(C)c(Cn2c(C(=O)O)c(C=O)c3ccccc32)c1 | 4 | 1 | . | 5 | -1.1 | 4 | 10 |
| 30 | CC(C)(O)C(=O)Nc1ccc([N+](=O)[O-])c(C(F)(F)F)c1 | -13 | . | 1 | -4 | 0.2 | -7 | -5 |

Looked up one by one from above (four):
| nr | mol | DENV2 CPE rescue | SIRT5 inh | miR-122 sensor | ERp5 block | CFTR F508del cor | ERAP1 HTS inh | Casp6 inh |
| --- | --- | --- | --- | --- | --- | --- | --- | --- |
| 22 | Cc1ccccc1CN1CCCN(Cc2ccc(Cl)cc2)S1(=O)=O | 4 | -1 | 7 | 3 | -0.5 | 1 | 1 |
| 23 | C[C@H](CO)N1C[C@H](C)[C@H](CN(C)C(=O)Oc2cccc3ccccc23)OCc2cnnn2CCCC1=O | 14&2&-4 | 2&0&-2 | -2 | 1&-3&10 | -2.8&2.1&-0.2 | -2&-2&-3 | 4&-3&-1 |
| 16 | COc1ccccc1CN1CCCC(C(=O)c2ccccc2SC)C1 (configuration not stated) | . | -3 | . | 4 | 5.0 | -2 | -2 |
| 28 | CN(C)C(Cc1ccccc1)C(=O)c1ccc(-c2ccccc2)cc1 (configuration not stated) | -13 | -2 | -4 | -2 | -1.1 | -1 | 0 |

The listing picks up, repeating the three entries before the break.
| nr | mol | DENV2 CPE rescue | SIRT5 inh | miR-122 sensor | ERp5 block | CFTR F508del cor | ERAP1 HTS inh | Casp6 inh |
| --- | --- | --- | --- | --- | --- | --- | --- | --- |
| 28 | CN(C)C(Cc1ccccc1)C(=O)c1ccc(-c2ccccc2)cc1 (configuration not stated) | -13 | -2 | -4 | -2 | -1.1 | -1 | 0 |
| 29 | Cc1ccc(C)c(Cn2c(C(=O)O)c(C=O)c3ccccc32)c1 | 4 | 1 | . | 5 | -1.1 | 4 | 10 |
| 30 | CC(C)(O)C(=O)Nc1ccc([N+](=O)[O-])c(C(F)(F)F)c1 | -13 | . | 1 | -4 | 0.2 | -7 | -5 |
| 31 | O=C(CCc1nnc2ccc(NCc3ccccc3)nn12)N1CCC2(CC1)OCCO2 | 0 | -2 | -9 | -3 | -0.2 | -1 | 1 |
| 32 | COc1ccccc1C1CC2CCC(C1OC(C)=O)N2Cc1ccccc1 (configuration not stated) | -1 | -4 | 13 | 0 | 2.3 | 1 | -2 |
| 33 | CC(C)(C)n1nnnc1C(c1cccs1)N1CCC2(CC1)C(=O)NCN2c1ccccc1 (configuration not stated) | 0 | -3 | 6 | 6 | 0.8 | . | 2 |
| 34 | CC(Cc1ccccc1)[n+]1cc(/N=C(\[O-])N(C)C)on1 (configuration not stated) | . | 2 | -6 | 12 | . | 4 | 0 |
| 35 | CCOc1ccccc1N1C(=O)CC(=O)NC1=O | -1 | -3 | -6 | -6 | 0.7 | -1 | -10 |
| 36 | CC(C)S(=O)(=O)N1Cc2ccc(Br)cc2-n2nncc2C1 | 11 | 0 | . | -3 | -3.1 | -1 | -3 |
| 37 | Fc1cccc(F)c1-c1nc(-c2ccc(Cl)cc2)no1 | ? | 0 | . | 0 | 4.4 | 0 | 0 |
| 38 | CC(C)S(=O)(=O)N1Cc2ccccc2-n2nncc2C1 | -4 | 2 | -5 | 1 | -0.2 | . | -4 |
| 39 | O=C(c1c[nH]c2ccc(S(=O)(=O)N3CCC4(CC3)OCCO4)cc2c1=O)N1CCC2(CC1)OCCO2 | -6 | -2 | . | 7 | -1.8 | 0 | 5 |
| 40 | Nc1ccc(Sc2ccc(N)cc2)cc1 | -6 | -5 | . | -8 | -2.1 | -1 | -6 |

The listing continues:
| nr | mol | DENV2 CPE rescue | SIRT5 inh | miR-122 sensor | ERp5 block | CFTR F508del cor | ERAP1 HTS inh | Casp6 inh |
| --- | --- | --- | --- | --- | --- | --- | --- | --- |
| 41 | COc1ccc(N2C(=O)/C(=C/c3ccc(C)o3)C(=O)NC2=S)c(OC)c1 | -3 | 8 | -1 | 8 | -2.3 | 1 | 38* |
| 42 | CC(C)(C)c1ccc(C(=O)C2CCCN(C3CCC3)C2)cc1 (configuration not stated) | -3 | -1 | -4 | 6 | -2.3 | -2 | 0 |
| 43 | CC(C)(C)n1nnnc1C(c1cc2ccccc2o1)N1CCC2(CC1)C(=O)NCN2c1ccccc1 (configuration not stated) | -2 | 0 | -3 | 4 | 1.5 | . | -2 |
| 44 | CN[C@@H](C)[C@@H](O)c1ccccc1 | 1 | -3 | 6 | 1 | 0.5 | -1 | 7 |
| 45 | COc1ccccc1OC(=O)c1ccc(C)c(S(=O)(=O)N2CCOCC2)c1 | 16 | 0 | -1 | 3 | -1.9 | -1 | -2 |
| 46 | CN1C(=O)N(C)C(=O)C2(Cc3ccccc3N3CCCC32)C1=O (configuration not stated) | -2 | -3 | -2 | -7 | 1.0 | . | 3 |
| 47 | CC(C)Oc1cccc(C(=O)C2CCCN(Cc3ccon3)C2)c1 (configuration not stated) | 7 | 0 | -3 | 5 | 0.3 | -3 | 0 |
